# Screening data (PubChem)
# PLK1 PBD block = blocks phosphopeptide binding to human PLK1 polo-box domain. P53350. Plk1 PBD binding of FITC phosphopeptide, fluorescence polarization. Potency, µM, for the others: max response, negative = inhibition, hits mostly inhibitors. hit rate 2.8% among 360,000; also: potency is read from the fitted curve at half-maximal effect; series mostly up to about 57 µM; % is scaled to controls: 0 for no effect and ±100 for the full control effect; nearly all actives have a fitted effect of over 65% in size
# FUS suppressor = rescues growth of FUS-expressing yeast. S. cerevisiae FUS-expressing, growth rescue, OD600, 24 h. Potency, µM (highest dose often 76.6 µM), without a hit: at the top dose growth rescue (activation), usual class: activators. hit rate 0.24% among 390,000;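 also: potency is read from the fitted curve at half-maximal effect; plate controls were DMSO vehicle for no effect and reference control for full effect; nearly all actives have a fitted effect of over 55% in size; some results filed as inactive show a strong effect at the top dose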
#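 Yeast expressing FUS under galactose induction, OD 0.005 in 2% galactose medium; compounds in a dilution series, 24 h at 30C. Growth rescue by absorbance at 600 nm; CP55940 positive control, DMSO negative.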
# WRN helicase inh = blocks human WRN helicase | Q14191 | WRN helicase unwinding, fluorescent forked duplex, kinetic | Potency, µM (doses to about 114 µM), for the others: at the highest dose activity change, negative = inhibition, hits mostly inhibitors | hit rate 0.46% among 360,000 | AID 651768; also: potency is read from the fitted curve at half-maximal effect; % is scaled to controls: 0 for no effect and ±100 for the full control effect; nearly all actives have a fitted effect of over 55% in size
#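 WRN at 20 nM final was preincubated with compound for 15 min at room temperature; reaction started with 100 nM forked duplex oligonucleotide carrying fluorophore and quencher plus 2 mM ATP (final). Unwinding followed kinetically by red fluorescence (ex 525/em 598 nm).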
# EPAC1 agonist = agonists of human EPAC1. O95398. AID 720707. Potency, µM (top dose mostly 154 µM), for inactives: top-dose activation, hits mostly activators. EPAC1 agonist qHTS, biochemical assay; response scale: 100% = response to 6.5 mM cAMP. hit rate 0.073% among 360,000; also: potency is read from the fitted curve at half-maximal effect; nearly all actives have a fitted effect of over 60% in size
# Target sequence (O95398 whole entry, looked up): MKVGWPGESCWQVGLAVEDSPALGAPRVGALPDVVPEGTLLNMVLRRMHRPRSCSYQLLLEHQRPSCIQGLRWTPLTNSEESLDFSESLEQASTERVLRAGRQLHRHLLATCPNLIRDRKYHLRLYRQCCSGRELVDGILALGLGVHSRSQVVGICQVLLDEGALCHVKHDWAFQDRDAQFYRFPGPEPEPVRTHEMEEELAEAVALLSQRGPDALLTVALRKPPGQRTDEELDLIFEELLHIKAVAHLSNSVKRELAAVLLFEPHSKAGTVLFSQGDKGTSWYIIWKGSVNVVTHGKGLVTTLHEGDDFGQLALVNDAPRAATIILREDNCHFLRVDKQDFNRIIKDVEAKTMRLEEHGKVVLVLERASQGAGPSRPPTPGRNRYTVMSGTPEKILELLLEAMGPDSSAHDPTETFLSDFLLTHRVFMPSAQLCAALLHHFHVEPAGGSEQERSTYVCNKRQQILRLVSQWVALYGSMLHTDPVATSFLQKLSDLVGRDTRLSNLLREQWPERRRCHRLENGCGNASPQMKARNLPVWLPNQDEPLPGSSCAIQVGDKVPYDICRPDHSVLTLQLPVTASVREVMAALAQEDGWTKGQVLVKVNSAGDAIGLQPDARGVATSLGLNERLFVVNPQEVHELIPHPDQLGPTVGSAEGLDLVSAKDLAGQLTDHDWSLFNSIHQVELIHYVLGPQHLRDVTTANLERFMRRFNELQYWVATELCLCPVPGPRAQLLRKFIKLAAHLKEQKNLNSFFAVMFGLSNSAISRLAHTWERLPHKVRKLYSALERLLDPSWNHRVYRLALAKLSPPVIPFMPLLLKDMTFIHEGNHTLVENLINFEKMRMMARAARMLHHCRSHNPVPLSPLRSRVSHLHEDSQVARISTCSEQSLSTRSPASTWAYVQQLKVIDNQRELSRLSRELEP
#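 Multi-concentration qHTS readout: loss of Rap1B-bound BODIPY-GDP fluorescence driven by 100 nM EPAC1 with excess GDP (50 uM), monitored kinetically at room temperature; agonist response expressed relative to 6.5 mM cAMP.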
# Abeta rescue = compounds reversing amyloid beta toxicity in yeast; yeast expressing A-beta42, growth rescue, OD600, 48 h; response scale: 0% DMSO, 100% iron-clioquinol control; Potency, µM (titrated, usually from 46.1 µM), for the others: top-dose growth rescue, most hits filed as activators; hit rate 0.063% among 410,000; also: potency is read from the fitted curve at half-maximal effect; nearly all actives have a fitted effect of over 55% in size
#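 Growth rescue measured by 600 nm absorbance after 48 h yeast culture at 30 C with compound. Values normalized between DMSO and an equimolar ferric chloride plus clioquinol control.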
# IL-2 act = IL-2 activation; AID 652025; IL-2 activation reporter assay, cell-based qHTS; stimulated with anti-CD3/CD4/CD28 beads; in transgenic mouse T cells; hit rate 0.065% among 360,000; activation, % (series mostly up to about 46 µM); in the data active = activation above about 50%; inconclusive = mostly about 30% to 49%; also: 0% is about no effect
#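 Readout: EGFP and DsRed signals by fluorescent plate cytometry. Unstimulated transgenic mouse T cells received compound 60 min before antibody-bead stimulation, then incubated 18 h at 37 degrees C.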
# aSyn yeast inh = alpha-synuclein toxicity inhibition in yeast. Yeast expressing alpha-synuclein, growth rescue, BacTiter-Glo, 24 h. Potency, µM (doses to about 46.1 µM), without a hit: at the highest dose growth rescue (activation), most hits filed as activators. hit rate 0.14% among 370,000; also: potency is read from the fitted curve at half-maximal effect; % of control where 0% means no effect; nearly all actives have a fitted effect of over 65% in size
#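 Galactose-induced alpha-syn yeast (OD600=0.02, raffinose-pregrown) + pinned cpd, 24 hr, 30 deg C; growth by BacTiter-Glo luminescence. Growth restoration scores as activation.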
# PI5P4Ka inh = inhibitors of human PI5P4K alpha; AID 652105; PI5P4Kalpha enzyme, ADP-Glo luminescence, 60 min; stronger effect = lower value; hit rate 1.2% among 330,000; max response, %; active = max response of -50% or lower; inconclusive = between -30% and -50%; inactive = -30% or higher; also: value at the top dose of about 77 µM; % is scaled to controls: 0 for no effect and ±100 for the full control effect
#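 Enzyme plus substrate dispensed, test compounds pinned in, then ATP (5 microM final) added. After 60 min at RT, ADP-Glo reagent 1 for 45 min and reagent 2 for 30 min preceded luminescence imaging.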
# EPAC1 antagonist = blocks human EPAC1 exchange factor; EPAC1 GEF assay, Rap1b-BODIPY-GDP exchange fluorescence; O95398; Potency, µM (highest dose often 115 µM), without a hit: at the top dose activity change, negative = inhibition, hits mostly inhibitors; hit rate 0.14% among 360,000;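 also: potency is read from the fitted curve at half-maximal effect; plate controls were vehicle for no effect and positive control for full effect; nearly all actives have a fitted effect of over 50% in size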
# Active calls of the source: *; ? = inconclusive; / = no result given; & = joins results of further samples; [ ] = remark or other dose. Unless noted, calls follow the shape of the dose curve; as a rule, active = well fitted curve in the direction sought with a large enough effect; inconclusive = small, poorly fitted or top-dose-only effect, or another doubt; inactive = no such curve, though single readings can be large; an effect the other way counts as inactive or inconclusive. No enrichment for hits (roughly 4.1% active in at least one column).
SMILES,PLK1 PBD block,FUS suppressor,WRN helicase inh,EPAC1 agonist,Abeta rescue,IL-2 act,aSyn yeast inh,PI5P4Ka inh,EPAC1 antagonist
CN(Cc1cn(C)nc1-c1ccccc1F)CC1CCCCO1 (stereo not drawn),-3.3%,14.6%,-1.7%,-12.8%,3.5%,1.7,-3.0%,0.8,11.7%
Cc1c(Br)c([N+](=O)[O-])nn1CCCC(=O)Nc1c(C)n(C)n(-c2ccccc2)c1=O,-12.0%,27.4%,2.2%,-4.1%,8.4%,6.2,0.2%,0.9,-21.4%
COC(=O)C1=CN(c2ccc(OC)cc2)C(N)=C(C#N)C1c1ccccc1F (stereo not drawn),6.6%,20.4%,-7.0%,2.8%,-12.8%,0.4,5.3%,0.4,-12.6%
Cc1ccc(NC(=O)C(c2ccccc2)N(C)C)cc1Cl (stereo not drawn),1.7%,6.8%,-11.1%,-3.8%,2.9%,-1.4,12.9%,7.8,0.3%
COc1ccc(Cl)cc1NC(=S)NNC(=O)CC(C)C,-15.9%,1.0%,-5.3%,8.2%,-4.5%,1.1,-12.3%,8.7,9.8%
Cc1ccc(CSc2nnc(-c3ccccn3)n2C)cc1,-1.2%,2.6%,7.9%,-3.5%,-9.2%,-0.5,2.0%,/,1.4%
CC(C)CNS(=O)(=O)c1cc2c3c(c1)CCC(=O)N3CCC2,-6.6%,-10.4%,1.4%,3.8%,/,-0.1,-8.4%,8.1,?
COc1ccccc1CNC(=O)CN1C(=O)NC2(CCCC2)C1=O,0.2%,-9.3%,-2.7%,1.0%,-5.8%,0.8,3.8%[1.84 µM],2.9,26.1%
Cc1ccc2c(c1)c1c(n2CC(O)CNC2CCCCC2)CCCC1 (stereo not drawn),-28.7%,-1.8%,-0.3%,-4.7%,?,-3.7,?,-2.4,-9.5%
CC(=O)COc1c(-c2ccco2)oc2ccccc2c1=O,-2.4%,-9.9%,-1.0%,17.3%,-3.4%,0.6,1.5%,0.8,-1.1%
Cc1ccc(S(=O)(=O)NC(=O)NCc2ccccn2)cc1,-1.4%,-23.4%,-10.8%,-8.8%,-0.5%,1.4,-7.4%,/,-14.5%
O=C1C=C(c2cc3ccccc3s2)C[C@@H](c2ccc(Cl)cc2)C1,-3.4%,-5.2%,-0.3%,-15.6%,3.9%,-2.3,8.2%,-0.4,-8.6%
COc1ccc(S(=O)(=O)N2CCOCC2)cc1NC(=O)c1sccc1C,0.9%,3.1%,-2.2%,-0.4%,19.1%,1.8,12.1%,1.1,5.3%
CCCCCCNC(=O)N[C@@H](C(=O)NCCC[C@H]1CN2C(=NC[C@@H]2Cc2ccccc2)N1CCc1cccc(OC)c1)C(C)C,1.5µM*,36.1%,-6.9%,-0.8%,-84.3%[inhibitor],-4.0,-52.5%[inhibitor],-82.9*,-15.0%
Cc1ccc(N2C(=O)c3ccccc3NC2c2ccccc2O)cc1 (stereo not drawn),-4.4%,-21.7%,1.3%,-8.3%,-5.4%,1.1,-0.1%,4.4,6.4%
CC1CCN(c2cc(N)c(Cl)cc2[N+](=O)[O-])CC1,-2.3%,12.9%,-3.0%[57.1 µM],-4.1%,-57.9%[inhibitor],-1.5,?,9.3,-2.4%
O=C(O)CN1C(=O)C2C3CC(C2C1=O)C1C(c2ccc(Cl)cc2)c2sc(=O)[nH]c2SC31 (stereo not drawn),-16.2%,1.7%,-1.2%,1.8%,-0.2%,0.7,1.6%,-0.4,-4.1%
O=C(c1cc2sccc2n1Cc1ccc(F)cc1)N1CCCc2ccccc21,-9.9%,?,-8.6%[57.1 µM],3.2%,-4.5%,-3.0,-8.3%,-2.5,0.1%
COC(=O)[C@@H]1C[C@@]2(Br)c3ccccc3N(S(=O)(=O)c3ccccc3)[C@H]2N1C(=O)OC,-2.9%,33.6%,-11.5%[11.6 µM],-8.7%,7.3%,-3.5,0.8%,-1.9,-1.2%
Cc1nc(NC(=O)C2CCCCC2C(=O)O)sc1C (stereo not drawn),-2.3%,27.1%,-0.5%,-3.2%,-1.1%,-2.1,0.5%,2.3,-15.3%
C/C(=N\Nc1ccc(C(F)(F)F)cn1)c1ccc(S(=O)(=O)NCc2ccco2)cc1,-24.4%,/,-15.3%,-4.1%,22.1%,0.2,-2.1%,5.8,?
O=C(O)c1cccc(C(=O)c2cccc3ccccc23)c1,-0.2%,1.8%,1.9%,9.2%,1.8%,-0.5,9.1%,8.1,-0.9%
COc1ccc(CCC(=O)Nc2ccc(S(=O)(=O)NC3=NCCCCC3)cc2)cc1,0.4%,-1.5%,-7.9%,-8.2%,-0.1%,3.2,9.5%,1.7,1.7%
Cc1ccc(OCCNC(=O)C(C)SCC(=O)Nc2ccc(F)cc2)cc1 (stereo not drawn),2.5%,24.8%,0.6%,-7.8%,4.1%,0.2,0.6%[1.84 µM],6.4,0.9%
COc1cccc(CNC(=O)[C@@H]2CCCN2C(=O)[C@@H]2CCCN2C(=O)c2cccc3ccccc23)c1,-0.4%,16.6%,2.8%,-15.8%,-10.9%,2.6,-10.1%,-3.0,14.3%

# Whole records as entered above. Values in the order: PLK1 PBD block	FUS suppressor	WRN helicase inh	EPAC1 agonist	Abeta rescue	IL-2 act	aSyn yeast inh	PI5P4Ka inh	EPAC1 antagonist
# CN(Cc1cn(C)nc1-c1ccccc1F)CC1CCCCO1 (stereo not drawn) reads -3.3%	14.6%	-1.7%	-12.8%	3.5%	1.7	-3.0%	0.8	11.7%
# COc1ccccc1CNC(=O)CN1C(=O)NC2(CCCC2)C1=O reads 0.2%	-9.3%	-2.7%	1.0%	-5.8%	0.8	3.8%[1.84 µM]	2.9	26.1%
# O=C(O)c1cccc(C(=O)c2cccc3ccccc23)c1 reads -0.2%	1.8%	1.9%	9.2%	1.8%	-0.5	9.1%	8.1	-0.9%

# The results go on:
SMILES,PLK1 PBD block,FUS suppressor,WRN helicase inh,EPAC1 agonist,Abeta rescue,IL-2 act,aSyn yeast inh,PI5P4Ka inh,EPAC1 antagonist
COc1cc(C(=O)Nc2ccc(S(=O)(=O)N3CCCCC3C)cc2)cc(OC)c1OC (stereo not drawn),1.3%,24.8%,-5.3%,4.1%,4.9%,-3.5,0.9%,/,-3.8%
CCCNC(=O)CSc1nccn1Cc1ccc(OC)cc1,-0.5%,-12.9%,-3.6%,13.3%,-6.1%,-0.3,5.0%,2.5,12.2%
COc1cccc(NC(=O)C2CC(=O)N(C)C(=Nc3cccc(F)c3)S2)c1 (stereo not drawn),-10.2%,-21.6%,-10.3%,28.5%,?,3.2,?,/,-20.1%
CC(C)Cn1cnc2c1c(=O)n(CC(=O)N(C)C)c(=O)n2Cc1ccccc1,-7.7%,-2.7%,-0.5%,-3.8%,-6.0%,-0.5,2.6%,8.4,9.2%
COCCC1CCCCN1C(=O)c1cccc(OC2CCN(C3CCCC3)CC2)c1 (stereo not drawn),-1.0%,14.2%,3.1%,0.8%,-6.5%,-2.6,6.4%,-0.5,15.3%
OC(c1ccccc1)(c1ccccc1)C1CCN(C(=S)NC2CCCC2)CC1,-14.5%,?,1.5%,-0.1%,?,-1.3,20.6%,-6.0,-27.5%
Cc1nn(-c2ccccc2)c(Cl)c1C(=O)Nc1nnc(C2CCCCC2)s1,-6.4%,14.9%,-12.0%,9.3%,-5.1%,1.2,12.4%,8.3,-4.7%
CC1(c2nnc(-c3cccc(Cl)c3)o2)CC(c2c(Cl)cccc2Cl)=NO1 (stereo not drawn),-10.5%,20.4%,-1.1%,-11.5%,-6.9%,-2.2,-0.3%,-3.2,-16.6%
Cc1[nH]c2ccc(C(=O)OCCN(C)C)cc2c1C,-6.9%,-6.2%,-4.8%,-0.4%,-0.5%,0.7,-5.7%,13.4,-6.1%
NS(=O)(=O)c1ccc(NC(=S)NC(=O)/C=C/c2cccs2)cc1,-4.6%,21.8%,-12.3%,-0.9%,-2.0%,-0.3,0.8%,6.0,6.6%
CCOC(=O)c1cc(/C(C)=N/OC(=O)c2ccc(C(C)(C)C)cc2)on1,-6.4%,3.1%,0.2%,-12.5%,-32.7%,-0.6,-3.2%,2.0,-8.0%
COc1cccc(CNS(=O)(=O)c2cc(Br)cc3c2N(C(C)=O)C(C)C3)c1 (stereo not drawn),-3.2%,-28.0%&15.2%,1.0%,-11.8%,-10.7%&10.1%,-1.8,4.9%,/,9.4%
C=CC[C@H](CC(=O)N(CCO)Cc1ccccc1)C(=O)NC[C@@H](OC(=O)[C@@H](CC=C)Cc1ccc(F)cc1)c1ccccc1,-13.8%,?,-3.3%,-9.7%,5.1%,-0.7,-0.7%,3.8,-9.1%
COc1cc2c(cc1OC)[C@H](C)N(C(=S)Nc1ccc(F)cc1)CC2,-14.5%,17.5%,6.7%,6.8%,2.7%,-3.4,-1.1%,-0.7,17.7%
O=C1NC[C@H](CCCCN2CCN(CC3CCCCC3)C(=O)C2=O)N(CCc2ccccc2)C1=O,2.0%,13.7%,3.8%,2.9%,0.6%,-0.1,-2.8%,-0.5,1.2%
CSc1ccc(CN2C(=O)C(C)Oc3c(C(C)=O)cccc32)cc1 (stereo not drawn),-1.8%,20.1%,-6.4%,-3.5%,2.2%,-0.1,3.3%,-2.4,-11.5%
CC1CCCN(c2ccc(C(=O)Nc3ccc4c(c3)OCO4)cc2[N+](=O)[O-])C1 (stereo not drawn),1.2%,?,-10.1%,6.7%,0.9%,-1.8,11.1%,0.2,-3.4%
Cc1nn(C)c(C)c1/C=C/C(=O)c1cccs1,-7.5%,-8.9%,-5.3%,7.8%,-19.0%,-1.1,5.3%,4.0,2.1%
Cc1nc(-c2ccccn2)sc1C(=O)Nc1ccc(Cl)c(Cl)c1,1.1%,/,-2.1%,-1.0%,10.8%,1.0,1.6%,34.7,2.9%

# As a working copy, part of the list above.
SMILES,PLK1 PBD block,FUS suppressor,WRN helicase inh,EPAC1 agonist,Abeta rescue,IL-2 act,aSyn yeast inh,PI5P4Ka inh,EPAC1 antagonist
Cc1nn(C)c(C)c1/C=C/C(=O)c1cccs1,-7.5%,-8.9%,-5.3%,7.8%,-19.0%,-1.1,5.3%,4.0,2.1%
Cc1nc(-c2ccccn2)sc1C(=O)Nc1ccc(Cl)c(Cl)c1,1.1%,/,-2.1%,-1.0%,10.8%,1.0,1.6%,34.7,2.9%
